HIV RNase H inh – blocks HIV-1 RNase H cleavage of RNA/DNA duplex; RT-RNase H RNA/DNA duplex cleavage, fluorescence; inhibition, % at 10 µM; hit rate 1.9% among 65,000; AID 565; in the data active means inhibition above about 50%
RmlC RmlD mix – inhibitors of RmlC and RmlD coupled enzymes. RmlC/RmlD coupled enzyme inhibition, 384-well mixture HTS. inhibition, % at 5.5 µM. hit rate 0.39% among 110,000; in the data active means inhibition above about 30%, passing the limit was not always enough; further: strong numbers were not always called active
The depositor's hits bear a star; · = no result given.

SMILES | HIV RNase H inh | RmlC RmlD mix
O=C(NCC1CCCO1)C(c1cccs1)N(Cc1cccs1)C(=O)Cn1nnc(-c2cccs2)n1 (stereo unspecified) | · | 4.9
CCN(CC)S(=O)(=O)c1ccc(C(=O)OCn2nnc3ccccc3c2=O)cc1 | -3.9 | -3.5
Cn1c(=O)cc(N)n(Cc2ccccc2)c1=O | · | 9.7
CC1(C)C(c2ccccc2)=NC(c2cccnc2)=[N+]1[O-] | -6.5 | 7.2
O=C(NCc1ccccn1)C1CCN(S(=O)(=O)N2CCCC2)CC1 | 0.4 | -7.9
CC(C)NC(=O)c1cc2c(-c3ccc(Cl)cc3)nn(C)c2s1 | -3.8 | -13.0
CCc1nc(NCc2ccc3c(c2)OCO3)c2oc3ccccc3c2n1 | · | -14.6
O=C(CSc1nc(N2CCCCC2)nc(N2CCCCC2)n1)NC1CCCCC1 | -4.7 | ·
CCn1c(SCC(=O)NNC(=O)c2ccccc2)nnc1-c1ccncc1 | · | 44.6
Cc1nc2nc(SCC(=O)NCc3ccco3)nn2c(C)c1Cc1c(F)cccc1Cl | -13.2 | 5.7
Cc1c(C#N)c(N)c(C(=O)c2ccccc2)n1Cc1ccccc1 | -55.2 | -11.5
CC(C)(C)c1ccc(C(=O)c2c[nH]c(C(=O)NCC3CCCO3)c2)cc1 (stereo unspecified) | · | 2.5
Cn1nc(C(=O)OCC(=O)N2CCc3ccccc32)c2ccccc2c1=O | -64.1 | -48.2
O=c1cccc2n1CC1CC2CN(C(c2ccccc2)c2sc3ncnn3c2O)C1 (stereo unspecified) | -7.7 | -6.7
CCN(CC)C(=O)c1cnn(-c2ccccc2)c1NC(=O)c1ccco1 | · | -10.6
CCc1ccc(OCC(=O)NNC(=O)CSc2ncnc3sc(C)c(C)c23)cc1 | · | -12.6
Cn1c(SCc2nc(-c3cccs3)no2)nnc1C1CCCCC1 | -19.0 | 7.8
COc1ccc(/C=C2\N=C(SC)SC2=O)cc1OC | · | 14.5
N#Cc1c(/N=C/c2cccs2)sc2c1CCCCC2 | -5.3 | 1.4
CCOc1ccc(-n2c(SCC(=O)NCc3ccco3)nnc2-c2c[nH]c3ccccc23)cc1 | · | -9.4
Cc1cc(NC(=O)CSc2nnc(-c3cccnc3)n2C)no1 | 1.9 | -0.7
CCOC(=O)N1CCN(C(=O)c2oc3ccc(S(=O)(=O)N4CCOCC4)cc3c2C)CC1 | -37.6 | -12.2
O=C(CSCC(=O)N1CCCc2ccccc21)Nc1nc(-c2ccccc2)cs1 | · | -30.6
CC(C)CCNC(=O)c1c(N)n(Cc2ccc3c(c2)OCO3)c2nc3ccccc3nc12 | · | -195.1
CCOC(=O)C1C(=O)CC(C)(O)C(C(=O)OCC)C1c1cccc(OC(F)(F)C(F)F)c1 (stereo unspecified) | 4.5 | 2.4

Continued.
SMILES | HIV RNase H inh | RmlC RmlD mix
c1ccc(-n2c(-c3ccco3)nnc2-c2ccco2)cc1 | · | -7.3
CC1CN(c2oc(-c3ccco3)nc2C#N)CC(C)O1 (stereo unspecified) | -4.6 | ·
O=C(CSc1ncnc2c1oc1ccccc12)NCC1CCCO1 (stereo unspecified) | 1.0 | 11.4
O=C(CCCCn1c(=O)[nH]c2ccsc2c1=O)NCc1ccc2c(c1)OCO2 | · | 7.4
CCOc1ccccc1Nc1nnc(SCc2ccc(C(=O)OC)o2)s1 | -14.2 | -14.9
CC1=[N+]([O-])C(C)(C)C(C)N(O)C1=O (stereo unspecified) | -1.4 | 10.5
COc1cc(-c2csc(C)n2)ccc1O | -5.1 | 5.1
CCC1(C(=O)OC)NC(c2ccco2)C2C(=O)N(c3ccccc3)C(=O)C21 (stereo unspecified) | -10.4 | -11.2
CCn1c(CSc2nc3ccccc3s2)nnc1SCC(=O)c1ccc(Cl)cc1 | · | -11.0
CCCC(c1nnnn1Cc1cccs1)N1CCN(c2nc3ccccc3s2)CC1 (stereo unspecified) | -8.2 | -6.2
COc1ccc(C)cc1NC(=O)C1CCCN(S(=O)(=O)c2cccc3nonc23)C1 (stereo unspecified) | 1.8 | ·
O=C(/C=C/c1ccccc1Cl)NCCN1CCOCC1 | · | -9.8
CN1CCN(c2nc3c(c(=O)n(C)c(=O)n3C)n2CC(=O)C23CC4CC(CC(C4)C2)C3)CC1 | -3.7 | 4.6
Nn1c(COc2ccccc2)nnc1SCc1cc(=O)[nH]c2ccccc12 | 43.2 | -13.4
Cc1cc(NC(=O)COC(=O)c2c(C)nn(Cc3ccccc3Cl)c2C)no1 | · | -14.4
COc1ccc(C(C)=O)cc1COc1ccc(-n2cnnn2)cc1 | · | -9.9
CCOC(=O)c1csc(NC(=O)CSc2nnnn2CC)n1 | -21.4 | 3.9
Cc1ccccc1NC(=O)CSC1=C(C#N)C(c2ccsc2)CC(=O)N1 (stereo unspecified) | · | -7.6
O=C(c1ccccc1)N1CCc2ccccc21 | · | -10.9
Cc1ccc(Cn2nnnc2CN2CCC(O)(c3ccc(F)cc3)CC2)cc1 | -8.7 | -10.9
FC(F)(F)c1ccc(Oc2ccc3c(C(F)(F)F)cc(C(F)(F)F)nc3n2)cc1 | · | 3.4
CCc1nnc(NC(=O)CSc2nc3c(cc2C#N)CCC3)s1 | -1.2 | 56.0*
COc1cc2c(cc1OC)C(C(=O)N1CCC3(CC1)OCCO3)C(c1ccccc1F)N(C)C2=O (stereo unspecified) | · | 4.2
Oc1ccc(-n2cnnn2)cc1 | · | 0.8
CCN(CC)S(=O)(=O)c1cc(C(=O)O)ccc1Cl | -1.8 | 0.6

Further structures
SMILES | HIV RNase H inh | RmlC RmlD mix
CSc1ccc(Cl)c(C(=O)NCCOc2ccccc2)c1 | · | 3.8
CC(C)CN1C=C2C(=O)C(C)(OC(=O)CCc3ccccc3)C(=O)C=C2C=C1c1ccc(C#N)cc1 (stereo unspecified) | · | 8.3
FC(F)(F)c1nnc2ccc(N3CCOCC3)nn12 | -4.5 | -4.8
Cc1cc(O)c(/C=N/Nc2ccccc2)c(=O)o1 | · | 8.0
CCOc1ccc(N2CC(=O)N(c3ccc(OCC)cc3)CC2=O)cc1 | · | -15.4
CC(Oc1ccc(Cl)cc1)C(=O)Nc1ncccn1 (stereo unspecified) | -1.6 | -15.0
CC(=O)Nc1ccc(S(=O)(=O)N2CCC(NC(C)=O)(c3cccc(F)c3)CC2)cc1 | -5.7 | -3.5
COc1ccc(-n2c(Cc3cccn3C)nnc2SCC(=O)Nc2ccccc2OC)cc1 | -25.8 | -6.7
Cc1ccc(C)c2[nH]c(=O)c(C(c3nnnn3CCc3ccccc3)N3CCOCC3)cc12 (stereo unspecified) | 0.1 | 12.5
O=C(CCCn1c(SCC(=O)c2ccccc2)nc2ccccc2c1=O)NCC1CCCO1 (stereo unspecified) | · | -9.1
CCn1c(=O)cc(N2CCCCC2)[nH]c1=O | -23.0 | 2.5
Cc1cc(C)nc(NC(=O)/C=C/c2cccs2)c1 | · | 4.7
O=C(c1cnn(-c2ccccc2)c1-n1cccc1)N1CCN(C2CCCCC2)CC1 | -2.1 | 4.2
COc1ccc(-c2csc(NC(C)c3nc4cc(Cl)c(N5CCCCC5)cc4n3CCOCCO)n2)cc1 (stereo unspecified) | · | 52.9
COc1cc(NC(=O)CN2CC(c3ccccc3)CC2=O)cc(OC)c1 (stereo unspecified) | 8.5 | 7.7
COc1cc2c(cc1OC)CN(C(=O)c1ccc(OC)c(S(=O)(=O)N3CCOCC3)c1)CC2 | -4.4 | 1.7
Cc1sc2nc(C(C)Sc3nnc(C)n3-c3ccccc3)[nH]c(=O)c2c1C (stereo unspecified) | -9.1 | ·
C#CCSc1nnc(-c2cccc3ccccc23)o1 | -29.0 | 0.9
COc1ccc(Br)cc1C(=O)Nc1cccc(-c2nnc(-c3ccco3)o2)c1 | 17.3 | 4.5
COc1ccc(NS(=O)(=O)c2cccc3cccnc23)cc1 | -28.9 | -20.3
Cc1cccc2cc(C#N)c(SCC(=O)N3CC(=O)Nc4ccccc43)nc12 | -0.7 | 32.2
CCn1c(=O)c2c(O)cc(=O)oc2c2ccccc21 | · | -22.1
c1ccc(CCc2nc(-c3ccncc3)no2)cc1 | -14.4 | 1.4
CC12CC(NC(=O)N1c1ccc(C(=O)N3CCN(c4ccc(F)cc4)CC3)cc1)c1ccccc1O2 (stereo unspecified) | -11.2 | 12.8
Cc1nc2nc3c(cn2n1)C(=O)CC(C)(C)C3 | -9.1 | 3.1

(list continues)
SMILES | HIV RNase H inh | RmlC RmlD mix
COc1ccc(-c2nnc(N)s2)cc1 | -0.2 | -8.1
C=C(C)Cn1c(CCNC(=O)CCC)nc2ccccc21 | 3.7 | 2.2
Cn1nnnc1SCC(=O)N1CCN(c2cccc(Cl)c2)CC1 | -4.8 | -13.2
Cc1ccc2c(c1)CCCN2C(=O)c1ccc2c(c1)OCO2 | -32.2 | -2.5
CCc1nnc(NC(=O)CCc2nc(C3=CCN(C)CC3)no2)s1 | -14.0 | -7.8
CC[C@@H](C)C(NC(=O)OC(C)(C)C)c1cn([C@@H](CCCCNC(=O)OC(C)(C)C)C(=O)N2CCN(C(=O)OC(C)(C)C)CC2)nn1 (stereo partly specified) | · | -13.9
Cc1[nH]n(-c2ccccc2)c(=O)c1-c1ccccc1 | -7.3 | 9.4
CCOC(=O)c1c(NC(=O)CCl)sc(C(=O)N(CC)CC)c1C | · | -9.8
O=C(c1ccccc1)N1CCN(Cc2ccccc2Br)CC1 | -10.0 | -10.7
CCCCN1C(N)=NC[C@@H]1CC1CCCCC1 | · | 6.7
CC(NC(=O)Nc1nnc(C(F)(F)F)s1)N1C(=O)C2C3C=CC(C3)C2C1=O (stereo unspecified) | -7.8 | 6.0
COc1ccc(-c2noc(CN3CCN(c4ccccc4)CC3)n2)cc1 | -2.5 | -1.1
Cc1c(C(=O)N2CCOCC2)[nH]c2c1C(=O)CC(c1ccccc1Cl)C2 (stereo unspecified) | -0.1 | 8.2
Fc1ccc(-c2nnc(CN3CCN(c4ncc(C(F)(F)F)cc4Cl)CC3)o2)cc1 | -4.8 | -15.7
COC(=O)c1[nH]c2ccc(C)cc2c1NC(=O)CN1CCc2cc(OC)c(OC)cc2C1 | -12.4 | ·
CC(C)CNC(=O)COC(=O)c1cc(S(=O)(=O)N2CCCCC2)ccc1N1CCOCC1 | 5.3 | 7.0
CC(=O)c1cccc(NC(=O)CC2Oc3ccc(C)cc3NC2=O)c1 (stereo unspecified) | 3.7 | -8.8
COc1ccc(C(=O)Nc2ccc(Cl)cn2)cc1Cl | -14.5 | 5.3
Cc1nc2ccccc2n1CCc1nc2c3ccccc3nc(=S)n2[nH]1 | · | 3.4
CCOC(=O)C1=C(O)CSC1=Nc1cccc(Cl)c1 | -5.5 | -8.7
COc1ccc(CN2CCN(C(=O)CN3C(=O)C4C5C=CC(C5)C4C3=O)CC2)c(OC)c1OC (stereo unspecified) | -0.8 | -11.2
CC(NC(N)=O)C(=O)OCc1ccc(Cl)cc1Cl (stereo unspecified) | · | 14.8
N[C@@H](Cc1cc(I)c(Oc2ccc(O)c(I)c2)c(I)c1)C(=O)O | 26.8 | 6.6
CC(C)COc1ccc(C(=O)NC(CC(C)C)C(=O)O)cc1 (stereo unspecified) | 4.9 | -8.4
CCOc1ccccc1C1CC(=O)Nc2cc3c(cc21)OCCO3 (stereo unspecified) | -13.9 | -9.3

More entries follow.
SMILES | HIV RNase H inh | RmlC RmlD mix
O=C(NCC1CCCO1)c1ccc(CS(=O)(=O)c2ccc(Cl)cc2)o1 (stereo unspecified) | · | -2.8
O=c1c(N2CCCCC2)coc2ccccc12 | -7.5 | 5.7
COC(=O)c1ccc(C2C(C(=O)OC(C)C)=C(C)N=C3SCCC(=O)N32)cc1 (stereo unspecified) | -19.0 | ·
CCc1ccc2[nH]c(=O)c(CN(Cc3ccc(F)cc3)C(c3nnnn3CCN3CCOCC3)C(C)C)cc2c1 (stereo unspecified) | · | 31.5
Cc1cccc(NC(=O)CSc2n[nH]c(-c3ccncc3)n2)c1 | -8.2 | -13.2
COc1cc(NS(=O)(=O)c2ccc(C)cc2)ccc1-n1cnnn1 | -7.1 | -5.7
Cc1nn(Cc2nc(-c3cccs3)no2)c(C)c1Br | -13.6 | -6.9
C=CCOc1ccc2ccccc2c1CNc1ncn[nH]1 | -5.4 | -5.2
CN(C)CCCOC(=O)CCc1ccccc1 | -2.5 | 6.2
CC(C)C(C(=O)OCC(=O)c1ccc2c(c1)NC(=O)CO2)N1C(=O)c2ccccc2C1=O (stereo unspecified) | -15.4 | -15.9
CC(=O)Nc1cccc(NC(=O)c2cc(-c3cccnc3)nc3ccc(Br)cc23)c1 | · | -2.9

Of the compounds above, twelve contain a furan ring, fused or not:
SMILES | HIV RNase H inh | RmlC RmlD mix
CCc1nc(NCc2ccc3c(c2)OCO3)c2oc3ccccc3c2n1 | · | -14.6
Cc1nc2nc(SCC(=O)NCc3ccco3)nn2c(C)c1Cc1c(F)cccc1Cl | -13.2 | 5.7
CCN(CC)C(=O)c1cnn(-c2ccccc2)c1NC(=O)c1ccco1 | · | -10.6
CCOc1ccc(-n2c(SCC(=O)NCc3ccco3)nnc2-c2c[nH]c3ccccc23)cc1 | · | -9.4
CCOC(=O)N1CCN(C(=O)c2oc3ccc(S(=O)(=O)N4CCOCC4)cc3c2C)CC1 | -37.6 | -12.2
c1ccc(-n2c(-c3ccco3)nnc2-c2ccco2)cc1 | · | -7.3
CC1CN(c2oc(-c3ccco3)nc2C#N)CC(C)O1 (stereo unspecified) | -4.6 | ·
O=C(CSc1ncnc2c1oc1ccccc12)NCC1CCCO1 (stereo unspecified) | 1.0 | 11.4
CCOc1ccccc1Nc1nnc(SCc2ccc(C(=O)OC)o2)s1 | -14.2 | -14.9
CCC1(C(=O)OC)NC(c2ccco2)C2C(=O)N(c3ccccc3)C(=O)C21 (stereo unspecified) | -10.4 | -11.2
COc1ccc(Br)cc1C(=O)Nc1cccc(-c2nnc(-c3ccco3)o2)c1 | 17.3 | 4.5
O=C(NCC1CCCO1)c1ccc(CS(=O)(=O)c2ccc(Cl)cc2)o1 (stereo unspecified) | · | -2.8

Bioassay records deposited in PubChem by several laboratories.

A portion of the library, so the mix of outcomes need not match the whole.
